D3 ag: qHTS of D3 Dopamine Receptor Agonist: qHTS; AID 652048, 2013; max activation, %; D3R DiscoveRx beta-arrestin cells, luminescence, 90 min; hit rate 0.58% among 410,000; in the data active = max activation above about 30%; also: 0% is about no effect; mostly tested at two doses, the higher about 12 µM
Target sequence (P35462 whole entry, looked up): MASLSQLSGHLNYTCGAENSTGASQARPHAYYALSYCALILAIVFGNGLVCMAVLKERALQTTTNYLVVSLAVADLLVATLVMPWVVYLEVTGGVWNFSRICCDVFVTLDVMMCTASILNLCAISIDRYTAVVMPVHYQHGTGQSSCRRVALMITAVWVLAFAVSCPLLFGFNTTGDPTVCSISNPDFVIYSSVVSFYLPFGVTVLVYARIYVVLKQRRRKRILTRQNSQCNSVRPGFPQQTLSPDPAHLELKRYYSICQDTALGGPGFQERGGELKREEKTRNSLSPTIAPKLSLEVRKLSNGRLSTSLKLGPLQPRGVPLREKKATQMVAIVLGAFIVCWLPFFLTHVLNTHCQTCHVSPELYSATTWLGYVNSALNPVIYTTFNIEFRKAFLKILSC
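Agonist mode: compounds and dopamine controls were applied to plated cells for 90 min at 37 degrees C after an overnight attachment at 1500 cells/well. Luminescent read-out followed 30 - 60 minutes at room temperature with DiscoveRx detection reagent.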
DRD3 antagonist: qHTS of D3 Dopamine Receptor Antagonist: qHTS; AID 652054, 2013; D3R cells, DiscoveRx beta-arrestin luminescence, antagonist mode; active compounds read low; hit rate 2.5% among 360,000; max response, negative = inhibition, %; D(3) dopamine receptor (Homo sapiens), P35462; in the data active = max response below about -50%; inconclusive = no clear call, values can overlap the other calls; also: % is scaled to controls: 0 for no effect and ±100 for the full control effect; mostly tested at two doses, the higher about 12 µM
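Cells expressing the human receptor were seeded at 1500 cells/well, incubated overnight at 37 degrees C in 5% CO2, then exposed to library compounds with dopamine controls for 90 minutes at 37 degrees C before luminescent detection.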
EPAC2 antag: qHTS for Antagonist of cAMP-regulated guanine nucleotide exchange factor 2 (EPAC2): primary screen; EPAC2 GEF exchange of Rap1B-BODIPY-GDP, fluorescence; Potency, µM (top dose mostly 114 µM), without a hit: at the top dose activity, negative = inhibition, hits mostly inhibitors; hit rate 0.18% among 360,000; AID 720708, 2013; also: potency is read from the fitted curve at half-maximal effect; % is scaled to controls: 0 for no effect and ±100 for the full control effect; nearly all actives have a fitted effect of over 45% in size; many of its hits are not listed in these tables
MmCpn inh: Inhibitors of TCP-1 ring complex (TRiC) of Methanococcus maripaludis (MmCpn): qHTS | Potency, µM (doses to about 76.9 µM), inactives show top-dose activity, negative = inhibition, hits mostly inhibitors | hit rate 0.031% among 330,000 | purified Mm-Cpn ATPase, ADP Transcreener TR-FRET | Chaperonin Mm-Cpn (Methanococcus maripaludis); also: potency is read from the fitted curve at half-maximal effect; % is scaled to controls: 0 for no effect and ±100 for the full control effect; nearly all actives have a fitted effect of over 80% in size
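Quantitative HTS used 25 nM Mm-CPN and 10 uM ATP in magnesium/KCl Tris buffer, pH 7.4, with 1 mM DTT. Hydrolysis ran 30 min at 37°C; ADP was read by HTRF.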
PTHR1 agonist: qHTS for PTHR1 Agonists: Primary Screen. hit rate 0.075% among 410,000. HEK293 GP2 PTHR1 cells, GloSensor cAMP luminescence, 1 h. Potency, µM (series often up to 115 µM), inactives show top-dose activation, usual class: activators. Parathyroid hormone/parathyroid hormone-related peptide receptor (Homo sapiens), Q03431; also: potency is read from the fitted curve at half-maximal effect; nearly all actives have a fitted effect of over 55% in size; some results filed as inactive show a strong effect at the top dose; inactives centre near -15; many of its hits are not listed in these tables
Target sequence (Q03431 whole entry, looked up): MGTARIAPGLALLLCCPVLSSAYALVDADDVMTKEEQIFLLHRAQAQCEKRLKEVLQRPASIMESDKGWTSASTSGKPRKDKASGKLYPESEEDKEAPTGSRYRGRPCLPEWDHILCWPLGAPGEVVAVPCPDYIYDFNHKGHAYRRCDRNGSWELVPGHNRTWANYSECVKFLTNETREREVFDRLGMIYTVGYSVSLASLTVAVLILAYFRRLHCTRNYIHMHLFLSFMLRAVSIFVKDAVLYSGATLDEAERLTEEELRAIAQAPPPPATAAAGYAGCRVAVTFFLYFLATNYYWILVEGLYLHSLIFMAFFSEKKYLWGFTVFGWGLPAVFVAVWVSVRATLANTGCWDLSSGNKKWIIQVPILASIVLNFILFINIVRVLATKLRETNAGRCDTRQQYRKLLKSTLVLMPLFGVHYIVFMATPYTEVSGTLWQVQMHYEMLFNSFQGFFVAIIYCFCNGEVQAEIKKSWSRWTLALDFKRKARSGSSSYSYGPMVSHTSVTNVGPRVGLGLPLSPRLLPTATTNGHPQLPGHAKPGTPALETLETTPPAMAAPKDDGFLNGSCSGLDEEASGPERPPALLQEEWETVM
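HEK-293-derived GP2 cells expressing PTHR1 and a GloSensor cAMP reporter, 3,000/well, plated overnight, given luciferin plus IBMX (each 0.5 mM as added) for 1 h at 37 °C, then compound for 1 h at 37 °C. Luminescence was read after 15 min at room temperature.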
EPAC2 agonist: qHTS for Agonist of cAMP-regulated guanine nucleotide exchange factor 4 (EPAC2): primary screen; EPAC2 activation, biochemical qHTS; response scale: 100% = 6.5 mM cAMP response; Potency, µM (top dose mostly 154 µM), for the others: top-dose activation, most hits filed as activators; hit rate 0.079% among 360,000; also: potency is read from the fitted curve at half-maximal effect; nearly all actives have a fitted effect of over 50% in size
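Fluorescence exchange assay: 100 nM EPAC2 with 250 nM RAP1B-BODIPY-GDP and 50 uM GDP; compounds tested as a concentration-titration series (qHTS). Loss of Rap1-bound BODIPY-GDP fluorescence read at 480/540 nm; data normalized to 6.5 mM cAMP.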
Akt phos inh: HTS Assay for Inhibitors of Akt Phophorylation: Primary Screen; Neuro2A IGF-stimulated pAkt S473 HTRF, 20 min; active compounds read low; activity change, % for hits at 50 µM; hit rate 0.32% among 360,000; in the data active = activity change below about -80%; inconclusive = mostly about -51% to -80%; also: % is scaled to controls: 0 for no effect and ±100 for the full control effect
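Single-point screen (50 µM final compound) in Neuro2A cells stimulated 20 min with 6 nM IGF at 37 deg C. After lysis, Ser473-phosphorylated Akt read by HTRF (ex 330 nm, em 615/665 nm) as the 665/615 ratio.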
CCT chaperon mod: High-Throughput Screening for Modulators of Cytosolic Chaperonin Activity | purified chaperonin ATPase assay, HTRF ADP detection, 30 min | hit rate 0.3% among 360,000 | activity change, % (no concentration beside the values), hits read low; in the data active = activity change below about -30%; also: % is scaled to controls: 0 for no effect and ±100 for the full control effect
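First, chaperonin was dispensed at 40 nM or 20 nM final depending on batch activity. Next, compounds were pinned at 76 uM and ATP added at 10 uM. After 30 min at 37 °C, ADP detection reagents ran 30 min at ambient temperature.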
Numbers without * were called inactive; i = inactive; ? = inconclusive; . = not tested or not shown; & = joins results of further samples; [ ] = another dose, or the depositor's remark. Unless noted, calls follow the shape of the dose curve; as a rule, active = well fitted curve in the direction sought with a large enough effect; inconclusive = small, poorly fitted or top-dose-only effect, or another doubt; inactive = no such curve, though single readings can be large; an effect the other way counts as inactive or inconclusive. An excerpt. The share of hits here may be higher or lower than overall.

SMILES	D3 ag	DRD3 antagonist	EPAC2 antag	MmCpn inh	PTHR1 agonist	EPAC2 agonist	Akt phos inh	CCT chaperon mod
O=C(CN1C(=O)NC2NC(=O)NC21)N/N=C/c1ccc(F)cc1 (stereo not given)	3.0	-6.1	-4.1%	1.1%	-32.3%[inhibitor]	10.1%	i	-3.8
COc1ccccc1NC(=O)c1cc2c(s1)-c1ccccc1S(=O)(=O)C2	7.2	21.1	-2.8%	-1.2%	-3.7%	-3.8%	i	0.3
COc1cc(/C=N/NC(=O)C2CCN(CC(O)COCc3ccccc3)CC2)ccc1O (stereo not given)	0.0	9.5	0.3%	2.4%	i	5.1%	i	-2.4
N#Cc1cc(N)ccc1Sc1ccc(Cl)cc1	-5.5	-27.1	-14.6%	-0.5%	-14.4%	5.8%	i	-1.3
Cc1cc(S(=O)(=O)N2CCCC2)ccc1OCC(=O)NCc1ccco1	1.3	11.0	3.0%	1.7%	-22.6%[57.5 µM]	8.0%	i	0.2
CC(C)NC(=O)N(C)C[C@H]1Oc2ccc(NC(=O)C3CC3)cc2C(=O)N([C@H](C)CO)C[C@@H]1C	-27.8	-3.0	9.1%	-2.1%	4.5%	-8.2%	i	-1.6
Cc1cc(NC(=O)COC(=O)c2ccc(C)c(C)c2)no1	-2.9	8.0	-5.7%	2.6%	i	6.6%	i	-1.9
CCOC(=O)Cc1csc(NC(=O)CSc2nc(C)cc(C)n2)n1	1.3	0.7	7.9%	-7.5%	-14.0%	1.5%	i	2.6
COc1ccc(S(=O)(=O)N2CCCC(C(=O)NCc3ccco3)C2)cc1OC (stereo not given)	-2.6	-27.7	-10.2%	-1.5%	-7.4%	0.5%	i	1.8
O=C(C1CCN(S(=O)(=O)c2cccc3cccnc23)CC1)N1CCN(c2ccc(Cl)cc2)CC1	12.1	57.7	-5.4%	-13.0%	-2.4%	5.7%	i	-1.5
Cc1ccc(S(=O)(=O)N=S(CC2CC2(Cl)Cl)CC2CC2(Cl)Cl)cc1 (stereo not given)	-7.6	-12.8	-0.5%	-1.1%	-6.5%[57.5 µM]	5.3%	i	-3.4
CCc1nc2ccccc2[nH]1	5.9	3.5	-0.8%	-3.0%	-23.4%	5.8%	i	2.3
COc1cccc(CNC(=O)CCc2nnc3ccc(NCCCN4CCCC4=O)nn23)c1	-0.5	8.4	0.2%	0.5%	-26.3%	-1.5%	i	0.4
Cc1oc(CN2CCOCC2)cc1C(=O)O	10.5	9.2	9.9%	2.7%	-13.5%	18.1%	i	-1.7
COc1ccccc1-c1csc(C(C)(O)c2ccccc2)n1 (stereo not given)	-8.8	0.0	2.5%	.	13.0%	17.6%	i	0.1
Cc1cccc(NC(=S)N2CCn3cccc3C2c2cccnc2)c1 (stereo not given)	4.9	-6.4	-2.9%	-0.3%	-21.1%	0.6%	i	-1.7
COc1ccc(CCNC(=O)CCN2C(=O)[C@@H]3Cc4ccccc4CN3C2=O)cc1	1.3	32.2	-2.0%	0.4%	i	-9.8%	i	-0.5
COc1ccc(C(=O)NCC2(N3CCCCC3)CCCCC2)cc1S(=O)(=O)N(C)C	-24.9	-15.8	14.3%	-0.3%	i	11.7%	i	1.5
O=C(NCCN1CCOCC1)c1ccc(Cl)c(S(=O)(=O)NCc2ccccc2)c1	0.0	4.9	3.7%	-0.9%	i	1.3%	i	0.4
Cc1cc(C)c(S(=O)(=O)N2CCN(S(=O)(=O)N3CCOCC3)CC2)c(C)c1	-18.8	15.3	0.6%	0.9%	-31.5%[inhibitor]	11.0%	i	1.2
Cc1ccc(C(=O)Nc2ccc(N3CCCCC3)cc2)cc1	.	.	-1.0%	0.1%	-11.7%	10.2%	.	.
C(=N\c1nccs1)/Nc1nccs1	-14.1	-19.4	-6.9%	-1.1%	-18.8%[57.5 µM]	6.0%	i	-2.3
COc1ccc(C=O)cc1Cn1ccnc1C	1.7	-2.3	0.2%	-0.2%	i	7.8%	i	-3.6
c1cc(-c2sc(-c3ccncc3)c(-c3ccncc3)c2-c2ccncc2)ccn1	-4.1	-8.9	-5.7%	-0.4%	-9.5%	8.4%	i	1.2
CC1CN(C(=O)CCC(=O)NCc2ccccc2)c2cc(Cl)ccc2O1 (stereo not given)	-5.2&-22.7	1.6	-20.5%	-0.9%	-0.3%	21.6%	i	-1.0
Next structures follow.
SMILES	D3 ag	DRD3 antagonist	EPAC2 antag	MmCpn inh	PTHR1 agonist	EPAC2 agonist	Akt phos inh	CCT chaperon mod
COc1ccc(NC(=O)c2cc(C)on2)cc1OC	-4.8	-16.2	6.7%	1.9%	-20.0%[57.5 µM]	5.3%	i	-0.3
COc1ccc(/C=N/NC(=O)c2ccc(NC(=O)c3cccc([N+](=O)[O-])c3)cc2)c(C(=O)O)c1OC	-24.0	-18.2	-8.9%	-6.9%	i	6.5%	i	1.3
O=C(CCc1ccccc1)NNC(=O)Cc1ccccc1	0.8	16.9	-4.3%	0.3%	i	4.8%	i	-1.2
COc1ccc(CCNS(=O)(=O)c2ccc3c(c2)oc(=O)n3C)cc1OC	-8.3	-14.8	5.9%	-2.1%	-20.7%	6.2%	i	-0.5
CC1=CC(C)(C)N2C(=O)C3(C(C#N)=C(N)OC4=C3C(=O)CC(C)(C)C4)c3cc(C)cc1c32 (stereo not given)	3.4	-22.9	11.9%	0.7%	-1.1%[57.5 µM]	-24.6%	i	-0.5
CCNc1nc(Cl)nc(N(NC(C)=O)C(C)C)n1	3.4	5.7	0.4%	1.4%	-1.9%	5.4%	i	-6.9
CC1(C(=O)NCc2cccs2)Cc2c(-c3cccc(C(F)(F)F)c3)ccnc2O1 (stereo not given)	-8.7	4.0	-23.9%	.	-18.5%	2.4%	i	1.8
COc1cccc(NC(=O)Nc2nccc(C)n2)c1	-0.1	-13.5	3.6%	1.4%	-40.8%[inhibitor]	-5.0%	i	-1.5
COc1ccc(NC2CCCN(C(=O)Cn3ccc(C)n3)C2)cc1OC (stereo not given)	4.8	24.6	4.4%	-1.1%	-16.9%	6.2%	i	-2.8
COc1cc(Cl)c(NC2=CC(=O)C(=O)c3ccccc32)c(OC)c1	-12.2	?	1.6%	-1.8%	-17.6%	-5.2%	i	-2.8
Cc1cccc2nc(Cn3c(=O)n(CCCC(=O)NCc4ccco4)c(=O)c4ccccc43)cc(=O)n12	0.5	-1.8	-0.4%	-2.7%	i	0.3%	i	-3.4
CCOC(=O)CC(=O)CSc1nc2c(sc(=S)n2-c2ccc(OCC)cc2)c(=O)[nH]1	1.7	4.5	-4.0%	0.6%	-24.2%	-5.6%	i	-1.6
COc1ccc(/C=C/C(=O)O)cc1S(=O)(=O)N1CCc2ccccc2C1	-19.2	1.1	23.8%	-2.4%	?	9.4%	i	-1.6
Cc1onc(-c2ccccc2)c1CNS(=O)(=O)c1ccc(F)cc1F	0.3	-3.3	-5.3%	1.9%	-18.3%	8.2%	i	0.4
COc1ccc(N2C(=O)CSCC2=O)cc1OC	3.3	13.4	-1.3%	-3.4%	i	7.6%	i	1.8
CC1(C)C2CCC1(C)C1(C2)NC(=O)c2ccccc2O1 (stereo not given)	2.7	27.2	9.1%	0.6%	-18.9%	-4.3%	i	-8.1
CCOc1cc(/C=C2\SC(=N)N(c3nccs3)C2=O)ccc1OCCN1CCOCC1	5.1	7.1	-0.6%	-2.3%	-13.9%	-4.8%	i	2.1
Cc1cccc(-c2nnc(-c3ccc4ccccc4c3)o2)c1	10.0	40.4	-16.5%	.	-16.2%	9.9%	i	-0.5
Cc1cc(NC(=O)c2ccc3c(c2)C(=O)N(C2CCCCC2)C3=O)no1	4.3	2.5	20.6%	0.6%	-8.2%[57.5 µM]	-5.2%	i	-1.4
CC(C)CCNC(=O)C1CC(c2ccccc2[N+](=O)[O-])=NO1 (stereo not given)	-22.8	-27.4	-8.5%	.	-3.7%	-2.0%	i	-1.5
Cc1ccc(NC(=S)N(CCN(C)C)Cc2cccs2)cc1	-8.2	1.3	-0.2%	-1.4%	i	-0.3%	i	1.5
CC1CCN(C(=O)C(=O)Nc2sc3c(c2C(=O)O)CC(C)(C)OC3)CC1	-0.8	-10.1	-6.6%	-0.1%	-1.7%	10.9%	i	-1.5
CSc1nc(-c2ccc(Cl)cc2)c(C#N)c(=O)n1C	3.8	-2.3	-8.9%	-3.2%	i	0.6%	i	-5.4
CN(C)CCNC(=O)C(=O)NCC1OCCCN1S(=O)(=O)c1cccs1 (stereo not given)	6.2	-6.1	4.8%	1.1%	i	0.7%	i	-2.5
O=C(Nc1ccc(N2CCCCC2)cc1)c1ccc(F)cc1	-6.1	-18.3	-3.9%	-0.1%	i	-9.3%	i	-2.2
CCOC(=O)C(=N/O)/C(C)=N/NC(C)=O	-8.9	-25.0	8.9%	3.8%	i	7.4%	i	-2.1
O=S1(=O)CC=C(CSC(=S)NC2CCS(=O)(=O)C2)C1 (stereo not given)	3.3	3.3	8.5%	1.6%	-43.6%[inhibitor]	5.1%	i	0.7
O=C(COC(=O)Cn1cnc2ccccc21)Nc1cc2c(cc1Cl)C(=O)c1ccccc1C2=O	1.1	41.5	-12.6%	1.0%	-45.1%[inhibitor]	21.3%	i	0.8
CCOc1c2ccc(C(=O)NCc3ccc(C)cc3)cc2nn1CC	-4.5	-5.5	-1.2%	-2.1%	i	5.6%	i	1.6

Full records, quoted from the list. Values in the order: D3 ag	DRD3 antagonist	EPAC2 antag	MmCpn inh	PTHR1 agonist	EPAC2 agonist	Akt phos inh	CCT chaperon mod
Listed for `CC1CCN(C(=O)C(=O)Nc2sc3c(c2C(=O)O)CC(C)(C)OC3)CC1` : -0.8	-10.1	-6.6%	-0.1%	-1.7%	10.9%	i	-1.5
Listed for `O=C(CN1C(=O)NC2NC(=O)NC21)N/N=C/c1ccc(F)cc1` (stereo not given) : 3.0	-6.1	-4.1%	1.1%	-32.3%[inhibitor]	10.1%	i	-3.8
Listed for `Cc1cc(S(=O)(=O)N2CCCC2)ccc1OCC(=O)NCc1ccco1` : 1.3	11.0	3.0%	1.7%	-22.6%[57.5 µM]	8.0%	i	0.2
